PP1 inh – PP1-alpha phosphatase inhibitors, primary screen, counter-screen for PP5 inhibitor project, biochemical, fluorescence, OMFP substrate, single point; inhibition, % at 6.7 µM; Serine/threonine-protein phosphatase PP1-alpha catalytic subunit (Homo sapiens), P62136; purified PP1alpha; 320,000 tested, 0.9% active;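 active = inhibition above the mean inhibition of all tested compounds plus 3 SD, computed separately for each screening campaign, cut at about 15% in these data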
Fh CTSL1 inh – Fasciola hepatica cathepsin L1 inhibitors, primary screen, counter-screen for PFM18AAP inhibitor project, biochemical, QFRET, fluorogenic peptide substrate; recombinant F. hepatica cathepsin L1, Z-Leu-Arg-MCA fluorescence; inhibition, % at 5.96 µM; 300,000 tested, 0.49% active;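 active = inhibition above the mean of all tested compounds plus 3 SD, set per screening campaign, cut at about 17% in these data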;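 also: 0% = plate median of test compound wells and 100% = 1 µM Z-Phe-Ala-diazomethylketone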
PAFAH2 FP inh – PAFAH2 enzyme inhibitors, primary screen, biochemical, fluorescence polarization, human; Platelet-activating factor acetylhydrolase 2, cytoplasmic (Homo sapiens), Q99487; recombinant PAFAH2, FP-rhodamine activity probe; inhibition, % at 3.39 µM; 340,000 tested, 0.99% active; AID 492956, 2010;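 active = inhibition above the mean over all tested compounds plus 3 SD, cut at about 30% in these data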;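 also: inhibitors block probe labeling of enzyme so polarization drops; 0% = enzyme with DMSO and 100% = wells lacking PAFAH2 protein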
core dimer inh – inhibitors of HCV core protein dimerization, primary screen, biochemical, TR-FRET, high-throughput; TR-FRET GST/Flag-core106 dimerization, 1536-well; inhibition, % at 5 µM; 300,000 tested, 0.33% active; AID 1899, 2009;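 active = inhibition above the mean of all tested compounds plus 3 SD, set per screening campaign, cut at about 45% in these data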
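assay system = GST-tagged and Flag-tagged HCV core protein residues 1-106 | controls = unlabelled core106 and no-GST-core106 wells | incubation = compound-protein-antibody incubation 4 h at 22.5 °C | probe or stimulus = Eu donor and XL665 acceptor anti-tag antibodies | read-out = % inhibition based on acceptor/donor emission ratio | signal = TR-FRET 671 and 617 nm emission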
PP5 primary – PP5 phosphatase inhibitors, primary screen, biochemical, fluorescence; Serine/threonine-protein phosphatase 5 (Homo sapiens), P53041; purified PP5c, OMFP substrate fluorescence; inhibition, % at 6.7 µM; 320,000 tested, 0.18% active; AID 1987, 2009;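 active = inhibition above the campaign's mean inhibition across all tested compounds plus 3 SD, cut at about 9.5% in these data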;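 also: 0% = DMSO only and 100% = 100 µM cantharidin control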
Target sequence (P53041 whole entry, looked up): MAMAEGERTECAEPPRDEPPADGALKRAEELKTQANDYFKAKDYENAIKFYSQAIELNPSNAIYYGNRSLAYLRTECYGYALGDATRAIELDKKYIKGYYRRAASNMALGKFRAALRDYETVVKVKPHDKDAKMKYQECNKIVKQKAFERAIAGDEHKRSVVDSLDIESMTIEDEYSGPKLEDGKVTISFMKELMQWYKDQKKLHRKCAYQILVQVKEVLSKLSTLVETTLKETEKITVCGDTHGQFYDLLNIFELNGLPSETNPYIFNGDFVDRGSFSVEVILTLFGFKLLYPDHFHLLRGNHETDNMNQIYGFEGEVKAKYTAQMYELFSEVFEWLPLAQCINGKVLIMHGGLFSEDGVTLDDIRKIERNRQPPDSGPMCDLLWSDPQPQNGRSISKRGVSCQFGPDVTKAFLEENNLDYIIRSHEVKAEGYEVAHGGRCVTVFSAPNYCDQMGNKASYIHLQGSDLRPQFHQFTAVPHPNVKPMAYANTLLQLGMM
proCasp7 act – procaspase-7 activators, primary screen, counter-screen for procaspase-3 activator project, biochemical, absorbance, HTS, human; recombinant procaspase-7, Ac-DEVD-pNA absorbance 405 nm; D23A/D198A/D206A triple mutant, cannot self-cleave; scale: DMSO 0, 5 µM enzyme 100; activation, % at 8.5 µM; 330,000 tested, 0.093% active; AID 463210, 2010;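 active = percent activation above the screen-wide mean plus 3 SD, cut at about 25% in these data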
Target sequence (P55210 whole entry D23A/D198A/D206A): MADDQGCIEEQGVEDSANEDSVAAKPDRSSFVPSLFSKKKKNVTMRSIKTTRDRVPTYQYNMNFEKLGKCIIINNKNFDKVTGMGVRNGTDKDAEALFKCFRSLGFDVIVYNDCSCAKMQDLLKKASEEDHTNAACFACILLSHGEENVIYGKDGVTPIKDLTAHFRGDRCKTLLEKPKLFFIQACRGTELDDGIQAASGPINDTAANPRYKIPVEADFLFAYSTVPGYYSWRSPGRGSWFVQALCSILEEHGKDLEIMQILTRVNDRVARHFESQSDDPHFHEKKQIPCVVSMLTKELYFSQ
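Assay system: Uncleavable procaspase-7 mutant enzyme / Input: 2 µM procaspase-7 mutant as dispensed / Dosing: single nominal 8.5 µM compound dose, 0.8% DMSO final / Timing: 1 h enzyme–compound preincubation and 2 h substrate reaction, both 25 °C / Detection: p-Nitroaniline absorbance at 405 nm, read at 0 and 120 min / Replication: singlicate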
proCasp3 act – activators of human procaspase-3 D3A mutant, primary screen, biochemical, absorbance, PC-3 D3A mutant, single concentration | Caspase-3 (Homo sapiens), P42574 | activation, % at 8.5 µM | 330,000 tested, 0.11% active | recombinant procaspase-3 D3A, Ac-DEVD-pNA absorbance 405 nm;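 active = activation above the mean of all tested compounds plus 3 SD, cut at about 21% in these data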;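 also: 0% = DMSO alone and 100% = DMSO wells spiked with extra 5 µM PC-3 D3A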
Target sequence (P42574 whole entry D9A/D28A/D175A): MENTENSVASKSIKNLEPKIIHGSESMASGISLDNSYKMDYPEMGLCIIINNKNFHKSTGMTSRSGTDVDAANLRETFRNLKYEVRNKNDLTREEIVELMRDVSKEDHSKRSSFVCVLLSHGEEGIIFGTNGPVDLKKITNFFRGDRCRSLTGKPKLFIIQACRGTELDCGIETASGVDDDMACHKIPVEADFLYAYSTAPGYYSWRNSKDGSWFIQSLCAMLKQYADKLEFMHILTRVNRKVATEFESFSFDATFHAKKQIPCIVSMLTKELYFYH
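Assay system: Autoprocessing-dead procaspase-3 D3A mutant enzyme; also added: Ac-DEVD-pNA; doses: one concentration, 8.5 µM nominal, 0.8% DMSO; times: 1 h compound preincubation, 2 h substrate hydrolysis at 25 °C; technique: 405 nm absorbance of p-nitroaniline, reads at 0 and 120 min; measure: % activation between DMSO and enzyme-spiked controls; repeats: single replicate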
AHR act – AHR activators, primary screen, cell-based, luminescence, luciferase reporter, human; Aryl hydrocarbon receptor (Homo sapiens), P35869; AHR-responsive luciferase reporter cells; activation, % at 5 µM; 320,000 tested, 2.5% active; AID 2796, 2010; in the data active = activation above about 47%;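 also: 0% = vehicle wells and 100% = reference agonist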
TPT1 inh – Candida albicans TPT1 enzyme inhibitors, primary screen, biochemical, fluorescence polarization; tRNA 2'-phosphotransferase TPT1 (Candida albicans SC5314); recombinant caTPT1, FP RNA substrate dephosphorylation; inhibition, % at 5 µM; 300,000 tested, 0.81% active;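 active = inhibition above the mean of all tested compounds plus 3 SD, set per screening campaign, cut at about 24% in these data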;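 also: plate controls were DMSO alone for no effect and ferristatin control at 100 nM for full effect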
* hit, by the source's call; nt = not tested or not shown; & = joins results of further samples.

Values in the order: Fh CTSL1 inh | TPT1 inh | AHR act | PP1 inh | core dimer inh | PAFAH2 FP inh | proCasp7 act | PP5 primary | proCasp3 act
#1 O=S(=O)(c1ccc(Cl)cc1)N1CCC(c2nc3ccccc3[nH]2)CC1
  -4 | -1 | 4 | 0 | 5 | 11 | 0 | 1.7 | 1
#2 CC(C)CCNC(=O)CN(Cc1cccs1)C(=O)CCC(=O)Nc1nccs1
  -1 | -3 | 4 | 0 | 1 | 3 | -3 | -0.4 | 4
#3 CCOCCCNC(=S)N1CCC(NC(=O)C2CCCCC2)CC1
  2 | -3 | -1 | -3 | -3 | 2 | 3 | -1.1 | 7
#4 Cc1ccc(S(=O)(=O)N2CCCC(C(=O)NCCCN3CCCCC3C)C2)cc1 (stereo not drawn)
  2 | 5 | -2 | -1 | -5 | -3 | -8 | 1.5 | -1
#5 N#CCC(=O)Nc1ccc(C(=O)OC(C(=O)Nc2cc(C(F)(F)F)ccc2Cl)c2ccccc2)cc1 (stereo not drawn)
  5 | 3 | 1 | 2 | 4 | -73 | 1 | 3.5 | -1
#6 COCCCn1c(C(=O)NC2CCCCC2C)cc2c(=O)n3cccc(C)c3nc21 (stereo not drawn)
  -2 | 4 | -1 | -3 | 2 | 10 | 5 | 1.2 | 2
#7 O=C(NCC1CCN(Cc2ccccc2F)CC1)Nc1cc(F)ccc1F
  2 | -1 | 4 | 2 | 2 | -4 | 14 | -1.4 | 2
#8 CC(=O)Oc1ccc2c(C)c(CC(=O)N3CCN(C(=O)C4COc5ccccc5O4)CC3)c(=O)oc2c1C (stereo not drawn)
  -6 | 3 | -1 | 3 | 6 | -3 | 14 | 1.5 | -17
#9 CCCOC1CCCN(C(=O)c2ccc(OC)c(OC3CCN(C(C)C)CC3)c2)C1 (stereo not drawn)
  -3 | 1 | 1 | -2 | 4 | 4 | -6 | 0.5 | 0
#10 Nn1c(Cc2cccc3ccccc23)nnc1SCc1c(Cl)cccc1Cl
  1 | 0 | 0 | 1 | 6 | -6 | -4 | 2.0 | 1
#11 COc1cc(-c2nnn(CC(=O)NC3CCS(=O)(=O)C3)n2)ccc1OCc1ccccc1 (stereo not drawn)
  15 | -1 | 10 | -2 | 1 | 6 | 3 | 1.3 | -3
#12 CC1(O)C(=O)c2ccccc2N(c2ccccc2)C1=O (stereo not drawn)
  0 | -4 | -1 | -2 | 6 | -1 | -6 | 0.4 | 11
#13 Clc1ccc(C[n+]2cc(-c3ccccc3)n3c2CCC3)cc1
  -4 | 2 | -1 | -1 | -3 | 0 | 1 | 2.0 | -4
#14 O=C(NCC1CCCO1)c1ccc(S(=O)(=O)N2CCCCC2)cc1 (stereo not drawn)
  1 | 2 | 1 | -4 | -3 | -5 | 7 | 0.8 | -1
#15 Cn1cnnc1SCC(=O)Nc1cccc(S(=O)(=O)N2CCCCCC2)c1
  -8 | -1 | 2 | 0 | -5 | 1 | -9 | -0.7 | 1
#16 COCC1CCN(Cc2nc(-c3ccc(OC)cc3)no2)CC1
  0 | -1 | 1 | -4 | -4 | 3 | 2 | -0.7 | 6
#17 CCOc1ccc(OCCSc2nc3ccccc3o2)cc1
  -4 | -3 | -3 | -3 | 1 | -2 | 1 | -0.9 | 5
#18 O=C(c1cccc(S(=O)(=O)N2CCc3ccccc32)c1)N1CCOCC1
  nt | nt | 4 | nt | nt | 2 | -6 | nt | 5
#19 CCC(C)NC(=S)N1CCN(Cc2ccc3c(c2)OCO3)CC1 (stereo not drawn)
  -3 | 1 | 0 | -5 | -6 | -4 | 5 | 2.0 | 5
#20 Cc1ccc(OCC(=O)N(Cc2ccc(N(C)C)cc2)C2CCS(=O)(=O)C2)cc1 (stereo not drawn)
  0 | 1 | 8 | 5 | 4 | -5 | -2 | 4.4 | 1

Sorted by count of non-hydrogen atoms (largest number first): some entries from above.
Values in the order: Fh CTSL1 inh | TPT1 inh | AHR act | PP1 inh | core dimer inh | PAFAH2 FP inh | proCasp7 act | PP5 primary | proCasp3 act
#5 N#CCC(=O)Nc1ccc(C(=O)OC(C(=O)Nc2cc(C(F)(F)F)ccc2Cl)c2ccccc2)cc1 (stereo not drawn)
  5 | 3 | 1 | 2 | 4 | -73 | 1 | 3.5 | -1
#11 COc1cc(-c2nnn(CC(=O)NC3CCS(=O)(=O)C3)n2)ccc1OCc1ccccc1 (stereo not drawn)
  15 | -1 | 10 | -2 | 1 | 6 | 3 | 1.3 | -3
#1 O=S(=O)(c1ccc(Cl)cc1)N1CCC(c2nc3ccccc3[nH]2)CC1
  -4 | -1 | 4 | 0 | 5 | 11 | 0 | 1.7 | 1
#3 CCOCCCNC(=S)N1CCC(NC(=O)C2CCCCC2)CC1
  2 | -3 | -1 | -3 | -3 | 2 | 3 | -1.1 | 7

Continuation.
Values in the order: Fh CTSL1 inh | TPT1 inh | AHR act | PP1 inh | core dimer inh | PAFAH2 FP inh | proCasp7 act | PP5 primary | proCasp3 act
#21 CC1=CC(C)(C)n2c(O)c(N=NC(N)=S)c3cc(C)cc1c32
  6 | -3 | 5 | 2 | 24 | 2 | 9 | 1.2 | 2
#22 CCCCN(CCCNC(=O)C1CCCN(S(=O)(=O)CC)C1)Cc1ccccc1 (stereo not drawn)
  10 | -4 | -1 | -14 | 9 | -3 | -15 | 0.8 | -15
#23 O=C1COc2ccc(C(=O)NC3CC3)cc2N1
  -4 | 3 | 6 | -2 | 1 | 12 | 0 | -2.0 | 5
#24 COc1cccc(NC(=O)CN(C)C(=O)c2cccc(S(=O)(=O)N3CCN(c4ccccc4)CC3)c2)c1
  -1 | -5 | 10 | 3 | 8 | 4 | -4 | 2.9 | -9
#25 CN(C)/C=C/C(=O)c1ccc(Br)s1
  2 | 5 | 4 | -3 | 4 | 0 | 10 | 1.1 | 9
#26 COc1ccc(S(=O)(=O)N(C)C2CCN(C)CC2)cc1
  -6 | 0 | 2 | 0 | -1 | 15 | 2 | -0.5 | 4
#27 CCOc1ccc(NC(=O)c2ccc3c(=O)n4c(nc3c2)CCCCC4)cc1
  3 | -3 | 1 | -10 | -8 | 5 | -1 | -7.3 | -2
#28 CCOC(=O)c1oc2cc(C)cc(O)c2c(=O)c1-c1csc(C)n1
  -1 | -1 | 3 | 0 | 3 | 4 | 2 | 3.4 | 0
#29 O=Cc1ccc(-c2cc(Cl)ccc2Cl)[nH]1
  2 | 2 | 1 | -3 | 5 | -3 | 14 | -0.1 | 0
#30 COC(=O)C(C)Oc1cc(OC(C)C(=O)OC)c2c(C)c(Cl)c(=O)oc2c1 (stereo not drawn)
  -1 | 1 | 1 | 4 | 3 | 9 | -7 | -0.8 | -7
#31 O=C(COC(=O)c1cnc(Cl)c(Cl)c1)NCc1ccc2c(c1)OCO2
  -9 | 6 | -1 | -3 | 9 | -3 | -2 | 2.2 | -2
#32 CCOc1ccccc1OCC(=O)NNC(=O)Cn1cnc2c1c(=O)n(C)c(=O)n2C
  -20 | -2 | 5 | 2 | 2 | 0 | 0 | -0.8 | -4
#33 Cc1ccc(NS(=O)(=O)c2cccc(C(=O)O)c2)cc1S(=O)(=O)N1CCCCC1
  -4 | -4 | 1 | -2 | 1 | -2 | -3 | 0.6 | -3
#34 COc1cccc2cc(C(C)N(CCCN3CCOCC3)C(=O)Nc3ccccc3)oc12 (stereo not drawn)
  -3 | -3 | 1 | 4 | -3 | -4 | 13 | 2.4 | -1
#35 CCCCCCn1nc(C(=O)OCC(=O)c2c(N)n(C)c(=O)n(C)c2=O)c2ccccc2c1=O
  4 | -1 | 1 | 2 | 12 | -5 | -6 | 3.6 | 6
#36 O=C(CCN1C(=O)C2C3C=CC(C3)C2C1=O)Nc1ccccc1 (stereo not drawn)
  -1 | 3 | -1 | -2 | -5 | -1 | 3 | 1.3 | -3
#37 CCOC(=O)CSc1n[nH]c(NS(=O)(=O)c2ccccc2C(F)(F)F)n1
  -1 | -3 | -3 | -1 | -1 | 9 | -2 | 1.5 | 4
#38 O=C(CCC(=O)OCc1ccc(C(=O)Oc2ccc(Cl)cc2)cc1)Nc1ccccc1
  -35 | 1 | -1 | -2 | 1 | 2 | 3 | 2.0 | -4
#39 CS/C(=N\S(=O)(=O)c1cccs1)Nc1ccc(Br)cc1F
  0 | 4 | -2 | 0 | 2 | 6&8 | -5 | -2.4 | 10
#40 COC(=O)CSC1=C(C#N)C(c2cccc(OC)c2)CC(=O)N1 (stereo not drawn)
  5 | -3 | -2 | 0 | -7 | 8 | 8 | -2.0 | -2

Of the compounds above, three contain an NH in an aromatic ring.
Values in the order: Fh CTSL1 inh | TPT1 inh | AHR act | PP1 inh | core dimer inh | PAFAH2 FP inh | proCasp7 act | PP5 primary | proCasp3 act
#1 O=S(=O)(c1ccc(Cl)cc1)N1CCC(c2nc3ccccc3[nH]2)CC1
  -4 | -1 | 4 | 0 | 5 | 11 | 0 | 1.7 | 1
#29 O=Cc1ccc(-c2cc(Cl)ccc2Cl)[nH]1
  2 | 2 | 1 | -3 | 5 | -3 | 14 | -0.1 | 0
#37 CCOC(=O)CSc1n[nH]c(NS(=O)(=O)c2ccccc2C(F)(F)F)n1
  -1 | -3 | -3 | -1 | -1 | 9 | -2 | 1.5 | 4

(further entries)
Values in the order: Fh CTSL1 inh | TPT1 inh | AHR act | PP1 inh | core dimer inh | PAFAH2 FP inh | proCasp7 act | PP5 primary | proCasp3 act
#41 COc1ccc(S(=O)(=O)Nc2ccc3c(c2)C(=O)N([C@H](C)CO)C[C@H](C)[C@@H](CN(C)C(=O)Nc2ccc(C(F)(F)F)cc2)O3)cc1
  nt | nt | 2 | nt | nt | -4 | 8 | nt | -8
#42 COc1ccc(C(=O)CSc2nnc(COc3ccccc3)n2Cc2ccco2)cc1
  5 | 2 | 0 | 9 | 12 | -6 | -16 | 1.9 | -7
#43 COCCCn1c(=O)c2sccc2n2c(CCCC(=O)NCc3ccc(F)cc3)nnc12
  -4 | -1 | -1 | -4 | 1 | 12 | 5 | -0.7 | 5
#44 Cc1ccc(S(=O)(=O)NCCN2CCOCC2)c(C)c1C
  -2 | 1 | -1 | -3 | -3 | 1 | 1 | 2.0 | -2

From PubChem
